Source: PubChem
PHOSPHO1 block: inhibitors of human PHOSPHO1 phosphatase; Q8TCT1; inhibition, % at 13.3 µM; recombinant PHOSPHO1, absorbance phosphatase assay; actives 1.1% (n = 290,000); in the data active = inhibition above about 60%
Target sequence (Q8TCT1 whole entry, looked up): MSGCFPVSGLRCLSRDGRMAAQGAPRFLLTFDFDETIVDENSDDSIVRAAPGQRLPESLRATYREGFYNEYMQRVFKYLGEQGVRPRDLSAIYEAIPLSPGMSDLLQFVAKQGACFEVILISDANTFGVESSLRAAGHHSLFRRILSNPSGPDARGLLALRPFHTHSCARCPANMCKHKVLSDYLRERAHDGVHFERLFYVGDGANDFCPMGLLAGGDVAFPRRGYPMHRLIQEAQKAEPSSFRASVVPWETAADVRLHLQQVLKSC
M18AAP inhibitor: blocks P. falciparum M18 aspartyl aminopeptidase | recombinant PfM18AAP, H-Glu-NHMec fluorogenic cleavage | inhibition, % at 7.35 µM | actives 1.2% (n = 290,000) | AID 1822;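 active = inhibition above the campaign mean inhibition over all tested compounds plus 3 SD, cut at about 28% in these data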;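 also: 0% = plate median of test compound wells and 100% = 2 mM ZnCl2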
GPR7 antagonist: blocks human GPR7 receptor signaling; P48145; GPR7-expressing cells, fluorescence antagonist assay; inhibition, % at 4.4 µM; actives 1.1% (n = 290,000); AID 1861; in the data active = inhibition above about 16%, passing the limit was not always enough;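 also: cells stimulated with the agonist NPW; 0% = agonist with vehicle and 100% = vehicle without agonist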
Target sequence (P48145 whole entry, looked up): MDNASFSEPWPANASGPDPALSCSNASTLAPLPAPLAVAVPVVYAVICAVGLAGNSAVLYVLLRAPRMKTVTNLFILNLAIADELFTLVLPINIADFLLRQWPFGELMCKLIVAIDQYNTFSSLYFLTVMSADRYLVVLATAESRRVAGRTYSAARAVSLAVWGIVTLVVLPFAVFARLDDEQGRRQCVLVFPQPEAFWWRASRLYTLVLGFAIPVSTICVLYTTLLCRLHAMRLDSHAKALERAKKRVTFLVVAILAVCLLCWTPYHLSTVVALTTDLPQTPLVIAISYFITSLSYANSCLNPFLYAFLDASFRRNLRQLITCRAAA
MEKK2 WT-MEK5: raises or lowers MEK5 binding to wildtype human MEKK2 PB1 domain; bead flow cytometry, Alexa488-MEK5 binding to MEKK2 WT; actives lie on both sides; binding response (% of control), % at 10 µM; actives 1.1% (n = 290,000); AID 1531; in the data active = binding response below about 67% or above about 130%
MEKK2 mut-MEK5: signal of MEK5 binding to mutant human MEKK2 PB1 domain | bead flow cytometry, Alexa488-MEK5 binding to MEKK2 mutant | percent response, % at 10 µM | actives 0.35% (n = 290,000) | AID 1530; in the data active = percent response above about 24%, passing the limit was not always enough; also: inactives centre near 1; some results filed as inactive read as strong as hits; reference of the scale not given here
OXTR agonist: agonists of human oxytocin receptor; P30559; CHO-OTR cells, Fluo-8 calcium fluorescence; normalized: DMSO 0%, oxytocin 100%; activation, % at 3 µM; actives 0.32% (n = 320,000); AID 2435;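 active = activation above the mean of all tested compounds plus 3 SD, cutoff set per screening run, cut at about 20% in these data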;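 also: peak over basal fluorescence ratio from a 100 s FLIPR kinetic read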
Target sequence (P30559 whole entry, looked up): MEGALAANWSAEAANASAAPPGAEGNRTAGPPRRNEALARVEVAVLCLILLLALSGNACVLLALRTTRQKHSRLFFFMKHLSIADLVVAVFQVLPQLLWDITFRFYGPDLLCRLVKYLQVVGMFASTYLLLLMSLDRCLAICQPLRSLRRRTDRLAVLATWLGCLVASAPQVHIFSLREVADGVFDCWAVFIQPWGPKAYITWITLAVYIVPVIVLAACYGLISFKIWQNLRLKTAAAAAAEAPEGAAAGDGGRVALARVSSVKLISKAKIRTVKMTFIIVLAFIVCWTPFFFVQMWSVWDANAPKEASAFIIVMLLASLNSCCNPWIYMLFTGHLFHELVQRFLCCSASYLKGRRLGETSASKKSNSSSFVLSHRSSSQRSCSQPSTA
MEKK3 PB1 HTS: modulators (inhibitors or enhancers) of MEK5 binding to human MEKK3 PB1 domain. Q99759. bead-based flow cytometry, Alexa488-MEK5 binding to MEKK3; actives lie on both sides; 0 = blocked by unlabeled MEK5, 100 = vehicle. binding response (% of control), % at 10 µM. actives 1.4% (n = 290,000);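 active = binding response more than 3 SD above or below the average of its plate-row segment, actives on both sides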;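 also: Alexa488 bead fluorescence after subtracting the streptavidin-only scavenger bead signal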
NALP1 inh: inhibitors of NALP1 inflammasome in yeast; S. cerevisiae NALP1/ASC/caspase-1 growth, X-gal OD620, 72 h; inhibition, % at 10 µM; actives 0.61% (n = 280,000); in the data active = inhibition mostly above about 24%, no sharp cut-off; inactive = mostly below about 32%; also: some compounds called inactive have numbers as strong as hits
DNA FID counter: counter-screen for HCV NS3 helicase inhibitors: DNA intercalator displacement; DNA fluorescent intercalator displacement, fluorescence; inhibition, % at 7.9 µM; actives 0.17% (n = 290,000); AID 1845; in the data active = inhibition above about 37%;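 also: 0% = vehicle and 100% = reference compound; higher means more ethidium bromide displaced from hairpin DNA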
An asterisk follows results filed as active; x = not tested or not shown; [ ] = dose if it differs, or a comment. Rows are unselected; about 6.2% have a hit in one of these screens.

No.	compound	PHOSPHO1 block	M18AAP inhibitor	GPR7 antagonist	MEKK2 WT-MEK5	MEKK2 mut-MEK5
1	O=C(CCNC(=O)c1ccc(Cl)cc1)Nc1ccccc1Cl	28	1	-9	108	7
2	CCc1ccccc1N(C(=O)Cn1nnc2ccccc21)C(C(=O)NCCOC)c1ccco1 (stereo unspecified)	-9	-5	-9	111	4
3	CCC1CSC(Nc2ccc(C(=O)/C=C/c3ccc(OC)c(OC)c3)cc2)=N1 (stereo unspecified)	-2	3	6	88	0
4	O=C(Nc1cccc(O)c1)c1ccccc1	32	-5	16	86	-5
5	C=C(C)c1ccccc1NC(=O)CCN1C(=O)c2ccccc2S1(=O)=O	32	12	-14	97	2
6	Cc1[nH]c(=O)[nH]c(=O)c1S(=O)(=O)N1CCCC(C(=O)NCCC2=CCCCC2)C1 (stereo unspecified)	-23	2	-1	98	-4
7	CCC[C@@H]1CCCO[C@@](C(=O)NCc2ccc(S(C)(=O)=O)cc2)(C(F)(F)F)C1	x	x	x	108	6
8	Cc1nn(CC(=O)NCc2ccccc2Cl)c(C)c1[N+](=O)[O-]	-4	4	0	100	3
9	Cc1cccc(-n2c(SCC(N)=O)nc3c(c2=O)C2(CCCC2)Cc2ccccc2-3)c1	-6	-6	-10	126	16
10	COc1ccc(/C=C/C(=O)Nc2cc(C(F)(F)F)ccc2Cl)cc1OC	-6	2	11	113	9
11	O=C(NCc1ccccn1)c1ccc2nc(-c3ccco3)c(-c3ccco3)nc2c1	52	22	-2	88	-7
12	COc1ccc(CCNC(=O)c2ccccc2NS(=O)(=O)c2cc(C(=O)O)ccc2OC)cc1	36	1	0	103	2
13	COc1cccc(NC(=O)C2CCN(S(=O)(=O)c3ccc4c(c3)NC(=O)C(C)S4)CC2)c1 (stereo unspecified)	33	-4	21	103	3
14	COc1ccc([N+](=O)[O-])cc1NC(=O)c1ccc(CN(c2ccccc2)S(C)(=O)=O)cc1	-3	-15	3	99	-2
15	CC1CCCCN1CCNS(=O)(=O)c1ccc2c(c1)oc(=O)n2C (stereo unspecified)	31	4	-11	100	4

No.	OXTR agonist	MEKK3 PB1 HTS	NALP1 inh	DNA FID counter
1	-1.3	104	2	-8
2	0.2	106	13	-36
3	-1.3	91	18	-7
4	-0.3	85	28	0
5	2.3	102	-13	-22
6	0.8	99	-4	-13
7	-0.2	110	x	x
8	0.7	101	11	5
9	-2.0	93	37	-15
10	-0.9	101	47	-4
11	-1.1	92	7	-16
12	-0.1	101	-11	-19
13	2.9	105	-4	-48
14	0.9	100	4	-2
15	1.8	101	9	0

More structures:
No.	compound	PHOSPHO1 block	M18AAP inhibitor	GPR7 antagonist	MEKK2 WT-MEK5	MEKK2 mut-MEK5
16	Cc1ccc(NC(=O)c2cccs2)cc1NC(=O)c1ccccc1Cl	6	-2	-4	107	7
17	CN(C)CCN=Cc1c(O)n(Cc2ccc3c(c2)OCO3)c(=O)c2ccccc12	9	3	-17	113	-7
18	O=c1cc(CSc2nc3ccccc3[nH]2)c2ccccc2[nH]1	15	2	0	105	7
19	COc1cccc(NC(=O)CSc2ccc3nnc(-c4ccccn4)n3n2)c1	3	0	-7	109	6
20	CC(C)C[C@@H](CO)N1CCN(Cc2ccc(O)cc2)CCC1=O	-2	1	-6	91	-2
21	O=C1c2ccc(Oc3ccc([N+](=O)[O-])cc3)cc2C(=O)N1CCCO	25	6	-14	106	3
22	Cc1ccc(CNC(=O)Cn2ccc3cc(S(=O)(=O)N4CCCCCC4)ccc32)cc1	34	0	-17	95	3
23	CNC(=O)c1ccsc1NC(=O)CCS(=O)(=O)c1ccccc1	43	0	4	90	-4
24	CC(OC(=O)CC1CC2CCC1C2)C(=O)Nc1ccc(N2CCOCC2)cc1 (stereo unspecified)	-10	0	6	103	-2
25	O=C(NCCCN1CCOCC1)c1cccc(S(=O)(=O)Nc2ccccc2Cl)c1	14	9	4	109	3
26	CCOc1cc(C(=O)Nc2nnc(CC)s2)ccc1OCC(=O)N1CCOCC1	11	2	-10	98	-2
27	O=C(O)CSC(C(=O)Nc1ccc(Br)cc1)c1ccc(Cl)cc1 (stereo unspecified)	12	6	-14	101	4
28	O=C(c1ccc(F)cc1)C1CCN(C(=O)c2ccncc2)CC1	14	-16	9	104	4
29	O=S(=O)(NCc1ccc2c(c1)OCO2)c1ccc2c(c1)oc1ccccc12	-3	-2	-5	95	-1
30	CCOc1ccc2ccccc2c1C(=O)Nc1cc(=O)n(C)c(=O)n1C	0	-5	-5	105	0

No.	OXTR agonist	MEKK3 PB1 HTS	NALP1 inh	DNA FID counter
16	-1.2	103	6	-9
17	1.1	104	12	-3
18	-0.3	105	22	-3
19	-0.6	107	-6	-13
20	0.4	98	-4	-4
21	6.3	104	12	-15
22	4.8	99	-2	-31
23	0.7	88	20	1
24	13	102	6	-28
25	0.3	104	7	9
26	2.0	97	11	-24
27	-0.7	99	-18	-31
28	0.5	100	-2	4
29	1.8	97	20	-13
30	0.1	102	-83	-3

(list continues)
No.	compound	PHOSPHO1 block	M18AAP inhibitor	GPR7 antagonist	MEKK2 WT-MEK5	MEKK2 mut-MEK5
31	CCOC(=O)/C(=N\O)C1=NC(C)(C)Cc2ccccc21	3	-2	-14	98	-2
32	O=C(CNC(=O)c1ccc(F)cc1)N/N=C/c1cc(Br)ccc1OCc1ccccc1	-2	-5	-6	99	-1
33	CN(C(=O)c1c[nH]c(=O)cc1C(F)(F)F)c1ccc(Cl)c(Cl)c1	-12	-8	-17	100	3
34	COc1ccc(N(CC(=O)Nc2ccc(C)c(F)c2)S(=O)(=O)c2c(C)noc2C)cc1	33	4	-2	101	3
35	CCC(=O)N1CCN(c2ccc(NC(=O)COc3ccc(CC)cc3)cc2)CC1	22	-12	1	96	-3
36	CC1(c2nnc(Cc3ccccc3)o2)CC(c2ccncc2)=NO1 (stereo unspecified)	x	x	x	101	3
37	CCN(CC)S(=O)(=O)c1ccc(C(=O)NCc2nnc(SCC(=O)OC)n2C)cc1	-4	-2	-8	96	-2
38	O=C(NC(CO)c1ccccc1)c1ccco1 (stereo unspecified)	16	-8	3	102	0
39	CCOc1cc(NC(=S)Nc2ccccc2)c(OCC)cc1NC(=O)c1ccccc1	36	6	-4	93	-2
40	CC(=O)c1c(C)nc2ccc(Br)cc2c1-c1ccccc1	-4	1	-6	109	-8
41	Cc1cc(C)n2nc(SCC(=O)N(Cc3ccccc3)C3CCS(=O)(=O)C3)nc2n1 (stereo unspecified)	58	1	-4	97	-6
42	O=C(Nc1ccccc1C(=O)Nc1ccc(Br)cn1)c1cccc([N+](=O)[O-])c1	24	-2	-2	102	0
43	COc1ccc(/C(=N/O)C(C)(C)NO)cc1	9	0	0	112	6
44	COc1ccc(CNC(=O)c2cc3c(s2)CN(Cc2ccccc2)C3)cc1	-26	-3	2	104	3
45	NS(=O)(=O)c1ccc(CCNC(=O)c2ccc3c(c2)OCO3)cc1	26	5	-7	97	1

No.	OXTR agonist	MEKK3 PB1 HTS	NALP1 inh	DNA FID counter
31	-0.6	98	8	-6
32	-1.0	95	38	-7
33	1.4	100	0	-13
34	-0.4	105	8	-15
35	5.8	100	26	-51
36	-0.5	105	x	x
37	-0.9	92	6	-8
38	0.0	103	10	1
39	-1.6	102	-2	-2
40	-1.9	108	8	-31
41	-0.4	94	-6	-15
42	-0.7	102	14	2
43	-0.6	105	-4	1
44	1.7	101	11	-1
45	1.2	101	9	-5

2 entries from above, field by field:
37) CCN(CC)S(=O)(=O)c1ccc(C(=O)NCc2nnc(SCC(=O)OC)n2C)cc1
  PHOSPHO1 block = -4	M18AAP inhibitor = -2	GPR7 antagonist = -8	MEKK2 WT-MEK5 = 96	MEKK2 mut-MEK5 = -2	OXTR agonist = -0.9	MEKK3 PB1 HTS = 92	NALP1 inh = 6	DNA FID counter = -8

38) O=C(NC(CO)c1ccccc1)c1ccco1 (stereo unspecified)
  PHOSPHO1 block = 16	M18AAP inhibitor = -8	GPR7 antagonist = 3	MEKK2 WT-MEK5 = 102	MEKK2 mut-MEK5 = 0	OXTR agonist = 0.0	MEKK3 PB1 HTS = 103	NALP1 inh = 10	DNA FID counter = 1

The list goes on:
No.	compound	PHOSPHO1 block	M18AAP inhibitor	GPR7 antagonist	MEKK2 WT-MEK5	MEKK2 mut-MEK5
46	CCOC(=O)/C(O)=C/c1ncc(C(F)(F)F)cc1Cl	50	-14	-6	102	8
47	COc1cccc(CN(C)C(=O)CC23CC4CC(CC(C4)C2)C3)c1OC	28	3	12	95	-2
48	CC(C)CCOc1cccc(OCC(=O)Nc2ccncc2)c1	11	3	21	104	5
49	COC(=O)c1cccnc1-n1c(=O)c2cccnc2n(Cc2cccc(OC)c2)c1=O	2	x	x	102	-4
50	NC(=O)c1ccc(NC(=O)CC23CC4CC(CC(Br)(C4)C2)C3)cc1	7	2	-4	109	8
51	Cn1c(=O)n(C)c2cc(NC(=O)CSc3nnc(-c4ccccc4O)n3-c3ccccc3)ccc21	16	-9	-3	102	-3
52	O=C(CCCN=C1NS(=O)(=O)c2ccccc21)OCC(=O)c1ccc(Br)cc1	32	3	8	102	2
53	Cc1cc(NC(=O)c2ccc3c(c2)OCO3)no1	0	6	-9	97	-3
54	O=C(N/N=C/c1ccccc1Cl)c1ccncc1	24	3	-13	107	4
55	CCCn1nc(-c2ccccc2)c2nc3ccccc3nc21	-4	0	-11	86	-1
56	Cc1cc(F)ccc1Oc1cc(NN2CCCCC2)c([N+](=O)[O-])cc1[N+](=O)[O-]	4	4	3	97	1
57	Cc1ccc(S(=O)(=O)N2CCN(S(=O)(=O)N3CCCCC3)CC2)cc1	-5	-7	-11	118	4
58	CCN1CCN(c2oc(-c3ccc([N+](=O)[O-])cc3)nc2C#N)CC1	25	-4	-5	95	-2
59	CCN1CCN(C(=S)Nc2ccc(Cl)c(Cl)c2)CC1	4	0	-10	62*[inhibitor]	-3
60	O=C(Nc1ccccc1C(=O)O)c1cc(S(=O)(=O)N2CCOCC2)c(Br)s1	41	4	-6	103	5
61	COc1ccc(NC2CCCN(C(=O)C3(C)CCCCC3)C2)cc1OC (stereo unspecified)	29	13	3	103	-1
62	Cc1cc(C(=O)NCCc2ccccc2)c2cc(F)ccc2n1	-20	2	-17	92	-9

No.	OXTR agonist	MEKK3 PB1 HTS	NALP1 inh	DNA FID counter
46	0.3	104	0	-3
47	0.6	98	0	-45
48	16	100	36	-9
49	-1.2	100	5	x
50	0.9	104	-10	-15
51	-2.2	101	2	-13
52	14	101	0	-14
53	0.4	99	8	-2
54	-0.6	102	-13	-5
55	1.6	97	-8	-5
56	-0.3	103	9	1
57	-0.8	107	13	0
58	0.9	94	x	4
59	0.9	64*[inhibitor]	51*	0
60	-1.0	106	14	-16
61	1.4	104	29	-19
62	-0.7	109	0	-8

In the list so far, seven have bromine:
No.	compound	PHOSPHO1 block	M18AAP inhibitor	GPR7 antagonist	MEKK2 WT-MEK5	MEKK2 mut-MEK5
27	O=C(O)CSC(C(=O)Nc1ccc(Br)cc1)c1ccc(Cl)cc1 (stereo unspecified)	12	6	-14	101	4
32	O=C(CNC(=O)c1ccc(F)cc1)N/N=C/c1cc(Br)ccc1OCc1ccccc1	-2	-5	-6	99	-1
40	CC(=O)c1c(C)nc2ccc(Br)cc2c1-c1ccccc1	-4	1	-6	109	-8
42	O=C(Nc1ccccc1C(=O)Nc1ccc(Br)cn1)c1cccc([N+](=O)[O-])c1	24	-2	-2	102	0
50	NC(=O)c1ccc(NC(=O)CC23CC4CC(CC(Br)(C4)C2)C3)cc1	7	2	-4	109	8
52	O=C(CCCN=C1NS(=O)(=O)c2ccccc21)OCC(=O)c1ccc(Br)cc1	32	3	8	102	2
60	O=C(Nc1ccccc1C(=O)O)c1cc(S(=O)(=O)N2CCOCC2)c(Br)s1	41	4	-6	103	5

No.	OXTR agonist	MEKK3 PB1 HTS	NALP1 inh	DNA FID counter
27	-0.7	99	-18	-31
32	-1.0	95	38	-7
40	-1.9	108	8	-31
42	-0.7	102	14	2
50	0.9	104	-10	-15
52	14	101	0	-14
60	-1.0	106	14	-16
